p53ts 39C tox – qHTS Screen for Compounds that Selectively Target Cancer Cells with p53 Mutations: Cytotoxicity of p53ts Cells at the Nonpermissive Temperature | H1299-p53A138V viability at 39C, ATP luminescence, 24 h | Potency, µM (titrated, usually from 46.1 µM), for inactives: at the top dose activity change, negative = cell killing, hits mostly cytotoxic | 1.5% of 130,000 active | AID 902, 2007; note: nearly all actives have a fitted effect of over 55% in size
Peg3 imprint – qHTS Assay for Compounds that Induce Erasure of Genomic Imprints; mouse ES Peg3-LacZ reporter, beta-gal luminescence, 40 h; Potency, µM (titrated, usually from 60.7 µM), inactives show at the highest dose activity change, positive = activation, usual class: activators; 0.02% of 110,000 active;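 note: 0% = negative control wells on the plate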
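Gelatin-coated wells received 300 freshly trypsinized female ES cells with a Peg3LacZ-Neo reporter on the maternal allele, then incubated 40 hours at 37C. BetaGlo was added for 5 minutes at room temperature before a single luminescence read.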
p53ts 32C tox – qHTS Screen for Compounds that Selectively Target Cancer Cells with p53 Mutations: Cytotoxicity of p53ts Cells at the Permissive Temperature; AID 924, 2007; H1299-p53A138V at 32C, ATP luminescence viability, 24 h; Potency, µM (top dose mostly 46.1 µM), for the others: at the highest dose activity change, negative = cytotoxicity, most hits filed as cytotoxic; 0.93% of 130,000 active;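 note: 0% = DMSO and -100% = full killing by reference compound; nearly all actives have a fitted effect of over 55% in size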
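Cells: H1299 p53ts (A138V), 600/well, pre-incubated 16–30 h at 37C. Cpd up to 46 uM, 24 h, 32C. Readout: ATPlite luminescence, 20 min RT. Normalization: DMSO vs tamoxifen 100 uM. AC50 by Hill equation.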
IkB signaling – IkB Signaling. ABC-DLBCL IkBa-CBG/CBR dual luciferase ratio, 4 h; response scale: scaled: untreated 0%, proteasome inhibitor 100%. Potency, µM (doses to about 57.1 µM), without a hit: at the top dose IkBa stabilization activation. 0.04% of 110,000 active; active = well fitted curve in the direction sought with a large enough effect in the signal ratio, not every such curve was filed as active; inconclusive = small, poorly fitted or top-dose-only effect, or a change in a side signal; the % refers to the signal ratio;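 note: the direction sought is a rising ratio; 0% = basal untreated cells and 100% = reference inhibitor full response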
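Luminescence ratio of IκBα-fused green versus native red beetle luciferase in OCI-Ly3 cells, 4 h post-doxycycline with compound; red signal alone, scaled from basal (0%) to zero light (-100%), flagged nonspecific or cytotoxic effects.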
* hit, by the source's call; ? = inconclusive; nt = not tested or not shown; [ ] = dose if it differs, or a comment. Unless noted, calls come from the whole dose curve; as a rule, active = well fitted curve in the direction sought with a large enough effect; inconclusive = small, poorly fitted or top-dose-only effect, or another doubt; inactive = no such curve, though single readings can be large; an effect the other way counts as inactive or inconclusive. Unless noted, % is set by controls: 0 for no effect and ±100 for the full control effect; potency is the fitted concentration of half-maximal effect.

SMILES	p53ts 39C tox	Peg3 imprint	p53ts 32C tox	IkB signaling
Cc1sc(NC(=O)CSc2nnc(-c3ccccc3)o2)c(C#N)c1C	17%	-4%	-7%	0.4%
Cc1ccc2c(c1)N(S(=O)(=O)c1ccc3c(c1)NC(=O)CC(=O)N3)CCO2	26%	-11%[10.9 µM]	3%	2.5%
O=C1c2ccccc2NC(c2ccncc2)N1c1ccccn1 (configuration not stated)	-1%	-15%	-5%	-2.1%
CCOC(=O)c1c(NC(=O)c2ccco2)sc(C(=O)N2CCCC2)c1C	11%	-8%	3%	-4.5%
CC1=C(C(=O)Nc2ccc(C)cc2C)C(c2ccccc2F)n2nc(SCC(=O)c3ccc(C)cc3)nc2N1 (configuration not stated)	-20%	10%[10.9 µM]	-16%	?
CCCc1cc(C(=O)Nc2ccccc2C(=O)OC)no1	-13%	-21%	-13%	-4.2%
COc1cc(CNCc2ccc(OC)c(OC)c2OC)cc(OC)c1	4%	-19%	-10%	0.9%
CC(C)OC(=O)CSc1nc2ncccc2[nH]1	1%	-5%	-8%	-3.3%
CCOC(=O)c1c(C)c(-c2ccccc2)n(CC(=O)NCc2cccc(OC)c2)c1C	?	-5%[10.9 µM]	-14%	0.4%
Cc1ccc(C2C(C#N)=C(N)SC(N)=C2C#N)o1	-2%	-20%	7%	0.6%
Cc1ccccc1Cn1c(=O)c2c(nc3n2CCCN3Cc2ccccc2)n(C)c1=O	17%	-5%	9%	?
Cc1ccc2c(c1)sc1nc(-c3cc4ccccc4oc3=O)cn12	-7%	-9%[10.9 µM]	-21%	?
CC1(C)Cc2c(c(=S)nc(-c3ccccc3)n2CCCN2CCOCC2)CO1	-6%	1%	1%	0.4%
CN1CCN(C2=Cc3ccccc3Sc3cc(F)ccc32)CC1	-1%	nt	5%	nt
O=C1c2[nH]nc(-c3ccccc3O)c2C(c2cccc(O)c2)N1Cc1ccncc1 (configuration not stated)	-13%	-6%[10.9 µM]	13%	?
CCOc1ccccc1NC(=O)CC(c1ccc(F)cc1)N1Cc2ccccc2C1=O (configuration not stated)	-2%	5%[10.9 µM]	-12%	-0.7%
CN1CCC2(CC1)Nc1nc(SCc3ccc(Cl)cc3)nn1C1=C2CN(C)CC1	-17%	-24%	-8%	8.2%
O=C(CSc1nncs1)NCc1ccc2c(c1)OCO2	-13%	-12%	-9%	0.6%
Cc1ccc(NC(=O)CSc2nnc(C)n3c2cc2sccc23)c(C)c1	-11%	-11%[10.9 µM]	-4%	0.9%
CN(Cc1ccco1)c1ncncc1-c1cccc(NS(C)(=O)=O)c1	7%	-4%	16%	1.9%[11.4 µM]
Cc1ccc(C(C(=O)NC2CCCC2)N(Cc2cccs2)C(=O)CNC(=O)c2cccs2)o1 (configuration not stated)	14%	0%	14%	?
CC(=O)[C@@H]1[C@@H]2C(=O)N(Cc3ccccc3)C(=O)[C@@H]2C2c3ccccc3C=CN21 (some centres not stated)	-12%	-11%	-2%	?
Cc1cc(C)cc(NC(=O)CCCn2c(=O)c3cccn3c3ccccc32)c1	-5%	-11%[10.9 µM]	3%	?
COCCCn1c(=N)c(C(=O)NCc2ccco2)cc2c(=O)n3cccc(C)c3nc21	-3%	2%[10.9 µM]	0%	5.1%
CN(C)C(=O)CSc1nnc(Cc2ccccc2)n1Cc1ccco1	6%	nt	12%	nt
The listing continues.
SMILES	p53ts 39C tox	Peg3 imprint	p53ts 32C tox	IkB signaling
COc1ncc2nc(-c3cccs3)c(=O)n(Cc3cccs3)c2n1	-1%	7%	9%	0.7%[11.4 µM]
CCOc1ccc(CNC(=O)NS(=O)(=O)c2ccc(OC)cc2)cc1	6%	17%	0%	1.7%
CCCCn1nc(NC(=O)c2cccc(Cl)c2)c2cc3ccccc3nc21	-12%	-7%[10.9 µM]	4%	?
CCN(CC)c1cc(C)c2cc(NC(=O)CNC(C)=O)ccc2n1	9%	-9%	-9%	-1.0%
O=C(O)C1CSC(c2ccccc2)N1C(=O)c1ccco1 (configuration not stated)	0%	?	-5%	12%
Cc1ccc(CN2CCN(C3CCN(C(=O)OC(C)(C)C)CC3)C(=O)C2=O)cc1	11%	-16%[10.9 µM]	7%	-2.2%
Cc1ccc(OCc2nnc(SCc3nc4ccccc4[nH]3)n2Cc2ccco2)cc1	8%	-6%	27%	?
O=C1C=C(NCc2ccncc2)CC(c2ccccc2)C1 (configuration not stated)	-1%	-7%	-1%	2.4%
CCOC(=O)c1sc2ccccc2c1S(=O)(=O)NCc1ccccc1OC	-21%	-12%[10.9 µM]	7%	?
CC(=O)Nc1cccc(NC(=O)c2c(-c3ccccc3Cl)noc2C)c1	-3%	-12%	5%	?
Cn1nnc2c(NCc3ccccc3)ncnc21	-11%	-10%[10.9 µM]	-5%	1.5%
Cc1cc2cc(CNC(=O)c3cccs3)ccc2n1C	-2%	-20%	6%	-0.2%
Cc1cc2cc(C)c3nnc(SCC(=O)NCc4ccco4)n3c2cc1C	-5%	-5%	3%	-0.5%
O=C(CSc1nc(-c2ccc(F)cc2)cc(C(F)(F)F)n1)NCCc1ccccc1	23%	7%[10.9 µM]	-4%	-3.3%
CCC(=O)N1CCc2cc(Br)cc(S(=O)(=O)N3CCCC(C(=O)N(C)c4ccc(Br)cc4)C3)c21 (configuration not stated)	-3%	-16%[10.9 µM]	7%	?
COCCNC(=O)CSc1nc2cc(OC)c(OC)cc2c(=O)n1Cc1ccc(OC)cc1	9%	6%	0%	0.7%
O=C(Cc1nc2ccccc2s1)c1ccc(O)cc1O	?	-57%[inhibitor]	?	?
c1ccc(-c2nnc(CSc3nc4ccccc4[nH]3)o2)cc1	-7%	10%	5%	-1.8%
O=C(Nc1cccc(F)c1)c1ccc2c(c1)OCO2	-27%	-83%[inhibitor]	-27%	?
Cc1cc(NC(=O)CN2C(=O)C(C)(C)c3ccccc32)ccc1Br	-26%	11%[10.9 µM]	8%	?
O=C(Cn1ncc2c3ccccc3n(Cc3cccc(Cl)c3)c2c1=O)N1CCCCC1	-14%	1%[10.9 µM]	27%	?
COC(=O)c1ccc(NC(=O)CCn2cnnn2)c(C)c1	22%	-7%[10.9 µM]	-9%	-1.0%
CCC(=O)N1c2ccc(S(=O)(=O)NCCc3ccccc3)cc2CC1C (configuration not stated)	9%	-13%[10.9 µM]	13%	-1.2%
Cc1ccc(NC(=O)c2oc3ccc(S(=O)(=O)N4CCOCC4)cc3c2C)c(C)c1	-13%	-15%[10.9 µM]	1%	-1.4%
COc1ccccc1CNc1nc2nc(C)cc(=O)n2[nH]1	8%	12%	7%	4.8%

One compound at a time (already shown). Values in the order: p53ts 39C tox | Peg3 imprint | p53ts 32C tox | IkB signaling
Cc1cc2cc(C)c3nnc(SCC(=O)NCc4ccco4)n3c2cc1C is entered as -5% | -5% | 3% | -0.5%
Cn1nnc2c(NCc3ccccc3)ncnc21 is entered as -11% | -10%[10.9 µM] | -5% | 1.5%

Next section.
SMILES	p53ts 39C tox	Peg3 imprint	p53ts 32C tox	IkB signaling
CC1=C(C(=O)Nc2ccccc2)C(c2ccc(C)o2)n2ncnc2N1 (configuration not stated)	9%	-12%	3%	0.1%
COc1ccc(N(C)S(=O)(=O)c2ccc3c(c2)CCC(=O)N3)cc1	-15%	-9%	2%	-0.9%
CCN(c1ccccc1)S(=O)(=O)c1ccc(Oc2ccc(-n3ccnc3)cc2)nc1	3%	-15%	5%	?
CCOC(=O)c1c(NC(=O)c2ccco2)sc2c1CCCC2	6%	0%	2%	2.2%
O=C(CSc1nc(-c2ccc(F)cc2)cc(C(F)(F)F)n1)NCc1ccco1	24%	nt	10%	nt
COc1ccc(NC(=O)CN2CCC(C(N)=O)CC2)cc1	-10%	-5%	-4%	2.1%
O=C(Nc1cccc2ccccc12)/C(=C/c1cccc([N+](=O)[O-])c1)NC(=O)c1cccs1	4%	nt	-4%	nt
O=C(Cc1cn2ccsc2n1)Nc1cccc2cnccc12	13%	1%	0%	-0.4%
CC(=O)c1cccc(S(=O)(=O)N2CCN(c3ccccc3F)CC2)c1	-17%	-14%[10.9 µM]	-5%	?
COc1ccc(OC)c(NC(=O)CSc2nc3ccccc3c(=O)n2CCNC(C)=O)c1	22%	-13%	1%	-1.4%
COc1cccc(-n2c(SCc3ccc(F)cc3)nc3c([nH]c4ccccc43)c2=O)c1	-6%	9%[10.9 µM]	6%	?
CC1(C)Cc2cccc(OCC(=O)N3CCN(c4ccccc4)CC3)c2O1	-4%	nt	13%	nt
COc1cc(NC(=O)Cn2cnc3c2c(=O)n(C)c(=O)n3C)c(OC)cc1Cl	10%	14%[10.9 µM]	0%	0.3%
COc1ccccc1CNC(=O)COc1cc(=O)n(C)c2ccccc12	-11%	16%[10.9 µM]	-1%	1.2%
CCOC(=O)COc1ccc(S(=O)(=O)NCc2ccco2)cc1	8%	6%	3%	3.8%
CN1C(=O)C2CN(CCc3ccccc3)CNC2N(C)C1=O (configuration not stated)	-8%	nt	-5%	0.6%
COC(=O)c1ccc(C(=O)OCc2nc3cc4ccccc4cc3[nH]2)cc1	17%	nt	11%	nt
Cc1ccn2c(NC3CCCCC3)c(C(C)C)nc2c1	-9%	nt	?	nt
CCc1ccc2nc(N3CCC(C(=O)O)CC3)sc2c1	6.3µM*	-10%[10.9 µM]	6.3µM*	?
CCOc1ccc2[nH]c(=O)c(C(c3nnnn3CCOC)N3CCOCC3)cc2c1 (configuration not stated)	-8%	-5%	-3%	-0.2%
COc1ccc(-c2nnc(SCC(=O)Nc3cccc(C(F)(F)F)c3)s2)cc1	?	-9%[10.9 µM]	9%	-2.0%
O=C(CSc1n[nH]c(-c2ccccc2Cl)n1)NCc1ccc(F)cc1	9%	28%[10.9 µM]	2%	-1.0%
O=C(CC(=O)Nc1ccccn1)Nc1ccccn1	5%	8%	-7%	-0.3%
CCC(=O)Nc1ccc(NC(=O)c2cc3ccccc3o2)cc1	-6%	-29%	-9%	-1.5%
CCC(=O)Nc1nnc(S(=O)(=O)N2CCc3ccccc32)s1	?	-8%[10.9 µM]	-9%	?
The listing continues.
SMILES	p53ts 39C tox	Peg3 imprint	p53ts 32C tox	IkB signaling
COc1ccccc1CC(=O)NCCc1ccc(S(N)(=O)=O)cc1	-1%	0%	-1%	1.8%
CS(=O)(=O)N1CCN(c2nnc(-c3ccccc3)c3ccccc23)CC1	12%	-9%	12%	0.7%
Cc1ccc(C)c(N2CCN(CCCNC(=O)c3cnn(-c4ccccc4)c3C3CCN(C(=O)OC(C)(C)C)CC3)CC2)c1	?	-22%[10.9 µM]	?	?
Cc1cc(NC(=O)CSc2ccccc2)no1	4%	-16%	-4%	2.6%
CC1CCCCN1C(=O)CSc1nc2ccccc2nc1Cc1ccccc1 (configuration not stated)	2%	-9%[10.9 µM]	28%	?
Cc1cccc(NS(=O)(=O)c2cc(C(=O)OCC(=O)Nc3cc(C)on3)ccc2C)c1	?	1%	-26%	?
CCc1ccc(NC(=O)CC2C(=O)N(c3cccc(C)c3)C(=O)N2Cc2ccc(F)cc2)cc1 (configuration not stated)	-13%	21%[10.9 µM]	11%	0.5%

Of the compounds above, 9 contain an NH in an aromatic ring:
SMILES	p53ts 39C tox	Peg3 imprint	p53ts 32C tox	IkB signaling
CC(C)OC(=O)CSc1nc2ncccc2[nH]1	1%	-5%	-8%	-3.3%
O=C1c2[nH]nc(-c3ccccc3O)c2C(c2cccc(O)c2)N1Cc1ccncc1 (configuration not stated)	-13%	-6%[10.9 µM]	13%	?
Cc1ccc(OCc2nnc(SCc3nc4ccccc4[nH]3)n2Cc2ccco2)cc1	8%	-6%	27%	?
c1ccc(-c2nnc(CSc3nc4ccccc4[nH]3)o2)cc1	-7%	10%	5%	-1.8%
COc1ccccc1CNc1nc2nc(C)cc(=O)n2[nH]1	8%	12%	7%	4.8%
COc1cccc(-n2c(SCc3ccc(F)cc3)nc3c([nH]c4ccccc43)c2=O)c1	-6%	9%[10.9 µM]	6%	?
COC(=O)c1ccc(C(=O)OCc2nc3cc4ccccc4cc3[nH]2)cc1	17%	nt	11%	nt
CCOc1ccc2[nH]c(=O)c(C(c3nnnn3CCOC)N3CCOCC3)cc2c1 (configuration not stated)	-8%	-5%	-3%	-0.2%
O=C(CSc1n[nH]c(-c2ccccc2Cl)n1)NCc1ccc(F)cc1	9%	28%[10.9 µM]	2%	-1.0%
